GPR7 antagonist – antagonists of human GPR7 (neuropeptides B/W receptor 1); P48145; GPR7-expressing cells, fluorescence antagonist assay; hit rate 1.1% among 290,000; inhibition, % at 4.4 µM; in the data active = inhibition above about 16%, passing the limit was not always enough;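 note: cells stimulated with the agonist NPW; 0% = agonist with vehicle and 100% = vehicle without agonist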
Target sequence (P48145 whole entry, looked up): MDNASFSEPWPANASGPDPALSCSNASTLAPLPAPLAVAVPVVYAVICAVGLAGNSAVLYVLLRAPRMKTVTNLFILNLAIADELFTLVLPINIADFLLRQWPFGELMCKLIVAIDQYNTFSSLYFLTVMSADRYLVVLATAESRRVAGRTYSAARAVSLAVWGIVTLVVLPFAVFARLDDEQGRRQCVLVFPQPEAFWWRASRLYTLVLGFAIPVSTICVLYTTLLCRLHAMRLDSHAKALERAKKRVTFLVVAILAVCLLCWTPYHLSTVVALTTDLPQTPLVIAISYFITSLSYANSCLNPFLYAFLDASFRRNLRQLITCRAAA
TAAR1 antagonist – antagonists of human TAAR1. hit rate 1.5% among 360,000. inhibition, % at 3 µM. AID 624466. Q96RJ0. CHO RD-HGA16 TAAR1, Fluo-8 calcium fluorescence, antagonist;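 active = inhibition above a per-plate cutoff, the mean inhibition of test compounds on that plate plus 3 SD, cut at about 49% in these data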;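 note: 0% = DMSO plus EC80 beta-PEA response and 100% = DMSO alone without agonist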
Target sequence (Q96RJ0 whole entry, looked up): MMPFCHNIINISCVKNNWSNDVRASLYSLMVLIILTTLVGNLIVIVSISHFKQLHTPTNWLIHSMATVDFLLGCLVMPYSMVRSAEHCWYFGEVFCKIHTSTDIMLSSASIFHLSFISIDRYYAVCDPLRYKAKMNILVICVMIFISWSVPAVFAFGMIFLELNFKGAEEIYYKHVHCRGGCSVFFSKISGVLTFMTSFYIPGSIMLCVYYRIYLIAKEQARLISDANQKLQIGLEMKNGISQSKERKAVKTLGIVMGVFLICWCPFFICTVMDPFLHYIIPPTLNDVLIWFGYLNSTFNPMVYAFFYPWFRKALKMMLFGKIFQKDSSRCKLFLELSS
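System: RD-HGA16 CHO cells with stable hTAAR1 and Gα16 | Probe or stimulus: EC80 β-phenethylamine stimulus | Dosing: 3 µM, single point | Times: Dye loading 75 min at 37 °C, then 30 min room temperature | Measured by: Fluo-8 calcium-sensitive fluorescence | Read-out basis: % inhibition of agonist calcium response | Replicates: n of 1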
OXTR potentiator – potentiates the human oxytocin receptor response; CHO-OTR cells, Fluo-8 calcium fluorescence, potentiator mode; 0% = oxytocin EC15, 100% = EC100; activation, % at 3 µM; hit rate 0.061% among 320,000;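 active = activation above that plate's cutoff, the mean activation of tested compounds plus 3 SD, cut at about 6.6% in these data, passing the limit was not always enough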;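 note: 100% uses oxytocin at 75 nM as the full agonist control; some results filed as inactive read as strong as hits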
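Measured by – Fluo-8 calcium dye fluorescence · Test system – human OTR in CHO cells · Dosing – one concentration, 3.0 µM compound · Controls – EC15 oxytocin alone as 0%, 75 nM oxytocin as 100% · Evaluation – normalized max/min fluorescence ratio, % activation · Timing – 6 min pre-incubation, 100 s read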
OXTR ag – human OXTR agonism; P30559; CHO-OTR cells, Fluo-8 calcium fluorescence; normalized: DMSO 0%, oxytocin 100%; activation, % at 3 µM; hit rate 0.32% among 320,000;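 active = activation above the mean of all tested compounds plus 3 SD, cutoff set per screening run, cut at about 20% in these data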;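 note: peak over basal fluorescence ratio from a 100 s FLIPR kinetic read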
CHO parental Ca – counter-screen for OX1R antagonists: effect in parental CHO cells | parental CHO-K1, ATP-induced calcium, Fluo-8 fluorescence | inhibition, % at 5.6 µM | hit rate 0.63% among 330,000;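 active = inhibition above that plate's mean sample inhibition plus 3 SD, cut at about 26% in these data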;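 note: 0% = ATP-challenged DMSO wells and 100% = DMSO wells without ATP; some compounds past the cut are filed as inactive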
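test system = CHO parental line | reagent = ATP stimulus | measured by = intracellular calcium via Fluo-8 no-wash fluorescent dye | control set = ATP and no-ATP DMSO wells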
M1 ag parental – M1 agonist counterscreen hit in parental CHO-K1 cells | Fluo-8 calcium fluorescence; scaled to maximal ATP response, vehicle zero | activation, % at 3 µM | hit rate 0.48% among 360,000 | AID 602248; in the data active = activation above about 15%;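 note: untransfected CHO-K1 host cells lacking M1 receptor as counterscreen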
M1 PAM parental – nonselective activator or artifact in parental CHO-K1 calcium assay; ATP EC20, Fluo-8 calcium fluorescence; 0% at ATP EC20, 100% at ATP max; activation, % at 3 µM; hit rate 0.02% among 360,000;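 active = activation above the run cutoff, the mean activation of all test compounds plus 3 SD, cut at about 40% in these data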;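 note: peak over basal fluorescence ratio in a 140 s read after ATP addition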
CHO-K1 Ca antag – M1 antagonist counterscreen hit in parental CHO-K1 cells. AID 602250. ATP-induced calcium, Fluo-8 fluorescence. inhibition, % at 3 µM. hit rate 0.6% among 360,000;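 active = inhibition above a per-plate cutoff, the plate's mean sample inhibition plus 3 SD, cut at about 24% in these data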;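 note: 0% = DMSO plus EC80 ATP and 100% = DMSO alone without ATP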
V1R ag counter – V1a receptor agonism, counter-screen for OXTR agonists; P37288; CHO-V1R cells, Fluo-8 calcium fluorescence, agonist mode; 0% DMSO, 100% 3 nM vasopressin; activation, % at 3 µM; hit rate 0.25% among 320,000; AID 2797;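 active = activation above the mean activation of all tested compounds plus 3 SD, per screening run, cut at about 20% in these data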;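 note: signal is peak over basal fluorescence ratio across a 100 second FLIPR read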
Target sequence (P37288 whole entry, looked up): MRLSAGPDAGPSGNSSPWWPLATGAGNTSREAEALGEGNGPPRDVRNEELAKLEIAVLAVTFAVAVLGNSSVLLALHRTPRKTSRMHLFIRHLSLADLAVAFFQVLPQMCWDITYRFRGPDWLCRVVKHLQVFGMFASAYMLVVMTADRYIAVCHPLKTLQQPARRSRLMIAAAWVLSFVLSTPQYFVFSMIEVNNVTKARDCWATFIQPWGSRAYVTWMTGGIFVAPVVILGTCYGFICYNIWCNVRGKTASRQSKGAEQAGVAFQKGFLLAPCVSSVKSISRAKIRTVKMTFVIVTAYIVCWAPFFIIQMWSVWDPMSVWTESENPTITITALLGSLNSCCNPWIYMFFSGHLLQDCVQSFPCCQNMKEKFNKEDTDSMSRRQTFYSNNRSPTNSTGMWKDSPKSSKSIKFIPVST
Active calls of the source: *; · = not tested or not shown; & = joins results of further samples. Hits appear at their usual frequency; 3.5% or so of the library scored in one or more.

Values run as follows: GPR7 antagonist	TAAR1 antagonist	OXTR potentiator	OXTR ag	CHO parental Ca	M1 ag parental	M1 PAM parental	CHO-K1 Ca antag	V1R ag counter
Cc1ccc(N2C(=O)C3C4C=CC(CNC(=S)N5CCN(c6cccc(C)c6)C(C)C5)(O4)C3C2=O)cc1 (stereo unspecified)
 : -2	-26	-2	0.0	-18	0.1	10	-7	-0.3
COc1ccc(NC(=O)C2CCC(=O)N2S(=O)(=O)c2ccc(C)cc2)c(OC)c1 (stereo unspecified)
 : -2	-1	-5	-0.5	-4	-0.3	-15	17	0.5
CC1CCCN(S(=O)(=O)c2cc3c4c(c2)CCN4C(=O)CC3)C1 (stereo unspecified)
 : ·	-3	-18	-0.9	-27	0.9	4	-20	1.0
CCOC(=O)c1ccc(NC(=O)c2nc[nH]c2C(=O)N[C@@H](Cc2ccccc2)C(=O)OC(C)(C)C)cc1
 : ·	18	-8	-0.7	-10	-0.3	-14	4	1.2
Cc1cc(CN(C)C(=O)CCc2nnc(Cc3cccc(C(F)(F)F)c3)o2)on1
 : -10	5	-13	-0.9	0	-0.3	2	-5	0.5
CCc1ccccc1NC(=O)CCc1nc(-c2ccc(C)cc2)no1
 : 2	-18	0	-0.4	1	0.2	15	-14	-1.4
O=C(CSc1nnc(NC(=O)c2ccc3c(c2)OCO3)s1)NCc1ccco1
 : -5	-21	-8	-0.2	8	-0.2	4	8	1.6
Cc1ccc(C)c(S(=O)(=O)N2CCN(Cc3cc4c(cc3O)OCO4)CC2)c1
 : ·	18	0	-2.4	-25	0.9	6	-19	-0.7
O=C1NC(c2cccc(Cl)c2)Oc2ccccc21 (stereo unspecified)
 : -6	-12	1	0.7	-1	1.2	-7	20	-0.2
O=C(NC1CCCCC1)c1ccc(NS(=O)(=O)c2cccc3cccnc23)cc1
 : -7	4	-4	-1.2	-23	3.1	17	-15	-0.6
Fc1ccc(COc2ccccc2-c2ccnc3ncnn23)cc1
 : -12	18	-6	-1.8	-17	0.2	5	-13	8.6
CCC(=O)N1CCCc2cc(S(=O)(=O)N3CCC(N4CCCCC4)CC3)ccc21
 : -3	-14	-2	-1.1	-15	0.4	15	-13	1.1
COc1ccc(-c2cnc3c(NC=O)cc(-c4ccccc4)cn23)cc1OC
 : ·	-7	·	·	·	0.9	18	-15	·
O=C(CN1CCC(n2cnc3cc(F)ccc32)CC1)Nc1ccccc1Br
 : -7	4	-6	1.1	-20	0.9	10	-1	2.2
Cc1ccc(C)c(NC(=O)CN(C)C(=O)COc2ccc3ccccc3c2)c1
 : ·	-18	-6	1.5	-17	0.5	10	-12	0.9

Sorted by value in GPR7 antagonist (ascending): 3 from the list above.
| smiles | GPR7 antagonist |
| --- | --- |
| Cc1cc(CN(C)C(=O)CCc2nnc(Cc3cccc(C(F)(F)F)c3)o2)on1 | -10 |
| O=C(NC1CCCCC1)c1ccc(NS(=O)(=O)c2cccc3cccnc23)cc1 | -7 |
| O=C1NC(c2cccc(Cl)c2)Oc2ccccc21 (stereo unspecified) | -6 |

Additional structures follow:
Values run as follows: GPR7 antagonist	TAAR1 antagonist	OXTR potentiator	OXTR ag	CHO parental Ca	M1 ag parental	M1 PAM parental	CHO-K1 Ca antag	V1R ag counter
O=C(NCc1ccco1)c1ccc(Cn2c(=O)c3ccccc3n(Cc3cccc(F)c3)c2=O)cc1
 : -5	3	-11	-0.7	-18	-0.2	-5	-1	0.3
CCOC(=O)c1ccc(NC(=O)C2(c3ccc(OC)cc3)CCOCC2)cc1
 : 12	9	-4	-1.7	-22	1.5	15	-7	-0.5
Cc1ccc(NC(=O)C2CCCN(C(=O)c3ccc(Cl)cc3)C2)c(C)c1 (stereo unspecified)
 : -8	-11	-4	1.1	-6	0.4	7	-7	0.2
Cc1cc2c(Nc3ccccc3)ncnc2s1
 : 0	-3	3	-2.9	-15	-0.1	-1	-17	-1.4
Cc1cccc(-c2nc3c(c(SCC(N)=O)n2)CCCC3)c1
 : -3	4	-4	-2.7	-20	-0.2	-1	-8	-1.3
COc1ccc(-c2oc(NC(=O)c3ccc(C)cc3)c(C#N)c2-c2ccc(OC)cc2)cc1
 : -19	1	-14	-1.4	6	1.6	9	-7	-0.5
Cc1[nH]c2ccccc2c1/C=N/NC(=O)CNC(=O)c1ccc2c(c1)OCCO2
 : -19	7	0	-0.4	-14	0.7	4	0	-0.2
COc1ccc2[nH]c(=O)c(CN(Cc3nnnn3Cc3ccccc3)CC3CCCO3)cc2c1 (stereo unspecified)
 : -5	24	-10	0.8	-22	0.9	17	-20	0.8
CC(=O)CC1(O)C(=O)Nc2ccccc21 (stereo unspecified)
 : 4	-3&4	0	0.4	-4	0.1&0.4	-11&-7	8&-4	-0.4
O=C(C(Cc1ccccc1)N1C(=O)C2C3C=CC(C3)C2C1=O)N1CCCCC1 (stereo unspecified)
 : -7	-5	-15	0.8	-20	5.4	15	-2	-0.5
Cc1cc(C(=O)Cn2cc([N+](=O)[O-])ccc2=O)c(C)n1CC1CCCO1 (stereo unspecified)
 : ·	-17	·	·	·	1.4	13	-1	·
COc1cc2c(cc1[N+](=O)[O-])-c1ccccc1C2
 : ·	-22	·	·	·	-0.1	6	-13	·
Cc1cccc(C)c1NC(=O)c1cnccn1
 : -6	-31	-13	-0.2	-5	0.0	-10	15	-1.4
O=S1(=O)CC(N2CCCCC2)CN1Cc1cn(Cc2ccccc2)nn1 (stereo unspecified)
 : ·	-20	·	·	·	0.6	25	-17	·
CC(=O)c1c(C)c[nH]c1C
 : 12	-5	0	1.6	3	-0.2	5	-2	0.6

Next part.
Values run as follows: GPR7 antagonist	TAAR1 antagonist	OXTR potentiator	OXTR ag	CHO parental Ca	M1 ag parental	M1 PAM parental	CHO-K1 Ca antag	V1R ag counter
CCC1CCCCN1S(=O)(=O)c1ccc(NC(=O)CSc2ncccc2C(=O)O)cc1 (stereo unspecified)
 : -4	-3	-3	0.3	-4	0.2	2	-7	0.3
CCN1C(=NCc2cc(OC)c(OC)c(OC)c2)N[C@@H](c2cccc(C(F)(F)F)c2)C(C(=O)OC)=C1C
 : ·	13	-1	0.6	-19	-0.3	-24	13	-0.1
O=C(CN1C(=O)C2CCCN2C(=O)c2ccccc21)Nc1ccccc1-n1cccc1 (stereo unspecified)
 : -18	·	-7	-0.9	-4	·	·	·	-1.0
CCn1c(SCc2ccc(F)cc2)nnc1C1CCN(S(=O)(=O)c2ccc(OC)cc2)CC1
 : 4	9	-19	10	11	2.9	7	-4	8.4
CCOc1ccc(C(C(=O)NC2CCCC2)N(C(=O)c2snc(C(N)=O)c2N)C2CCCC2)cc1 (stereo unspecified)
 : -7	-26	-1	-1.6	-13	-0.2	-3	0	0.1
COc1ccc(C(=O)NC(Oc2ccccc2)C(Cl)(Cl)Cl)cc1 (stereo unspecified)
 : -1	-4	-13	-1.6	-15	-0.1	-7	2	0.7
O=C(COc1ccc(Br)cc1)Nc1ccc2c(c1)C(=O)NC2=O
 : 8	12	-10	-0.1	13	1.8	9	-7	1.0
CS(=O)(=O)N(CC(=O)N1CCOCC1)c1cc(Cl)ccc1Cl
 : -8	-5	-6	1.0	-5	3.9	12	-7	-0.2
O=C(Nc1cc(Cl)ccc1Cl)C1Cc2ccccc2O/C1=N\O (stereo unspecified)
 : 14	1	·	·	·	1.2	24	-15	·
C/C(=N\NC(=O)CSc1nc2ccccc2[nH]1)c1ccncc1
 : -29	11	2	-0.8	-17	0.1	4	3	4.1
COc1ccc(CC(=O)Oc2ccc(F)c(F)c2)cc1S(=O)(=O)N1CCOCC1
 : ·	3	3	1.5	-9	0.9	9	3	-0.1
COc1ccc(CC(=O)NNC(=O)c2cccs2)cc1
 : -8	-10	-6	-1.0	-4	0.9	12	-4	-0.5
Cn1nnnc1SCc1nc2scc(-c3ccc(Cl)cc3)c2c(=O)[nH]1
 : -13	-17	-8	5.9	0	9.9	-7	5	6.8
O=C(CCCN1C(=O)c2cccc3cccc(c23)C1=O)NCc1cccs1
 : -5	7	-5	-1.4	-21	0.7	20	-15	-0.9
C[C@]12CC[C@@H]3c4ccc(OS(=O)(=O)O)cc4CC[C@H]3[C@@H]1CCC2=O
 : -4	0&11	-6&3&-13	0.1&1.6&-0.8	-3&1&4	0.1&0.3	13&24	-8&-6	-0.4&0.6&-0.1

Going on with the list:
Values run as follows: GPR7 antagonist	TAAR1 antagonist	OXTR potentiator	OXTR ag	CHO parental Ca	M1 ag parental	M1 PAM parental	CHO-K1 Ca antag	V1R ag counter
CCN(C1CCCCC1)S(=O)(=O)CCNC(=O)c1ccccc1
 : ·	-10	9	0.2	-18	0.3	-14	11	1.9
CCCCOCCCNC(=O)C[C@@H]1C[C@@]2(C(=O)OCC)CCC=C2N(Cc2ccc3c(c2)OCO3)C1=O
 : ·	-17	·	·	·	-0.1	-3	-16	·
COc1ccc(C(=O)N2CCCC2(C#N)c2ccccc2)cc1[N+](=O)[O-] (stereo unspecified)
 : -6	1	-4	0.6	-11	1.1	9	2	1.3
CC1(C)Cc2nc3scc(NC(=O)c4ccccc4)c3cc2CO1
 : -9	-4	-6	-0.3	-10	1.6	-15	5	0.6
COc1ccc(C(=O)OC2C(OC)OCC(O)C2O)cc1 (stereo unspecified)
 : ·	-23	·	·	·	1.0	0	-7	·
O=C1C2CCCN2C(=O)N1CCCCN1CCN(c2ccccc2)CC1 (stereo unspecified)
 : -13	-9	-7	-0.1	6	0.8	29	-5	-0.2
CN1CCC(Oc2ccccc2Sc2ccccc2)CC1
 : 10	-7	-3	13	-9	3.5	3	6	3.1
CCOC(=O)C1=C(COC(=O)/C=C/c2ccc(OC)cc2OC)NC(=O)NC1C (stereo unspecified)
 : ·	41	-2	0.1	-26	3.7	-1	-1	1.0
Cc1cccc(-c2nc3ccccc3c3nncn23)c1
 : -4	7	-19	0.5	-7	1.3	14	-14	-0.8
Nc1nc2c(ncn2[C@H]2C[C@H](O)[C@@H](CO)O2)c(=O)[nH]1
 : ·	-3	-13	0.2	3	0.1	12	-6	0.1
O=C(CSc1nc(C(F)(F)F)cc(=O)[nH]1)NCc1ccc2c(c1)OCO2
 : ·	-3	-8	0.3	-6	0.7	-20	-3	-1.0

Four compounds from above with just GPR7 antagonist and M1 PAM parental.
canonical_smiles	GPR7 antagonist	M1 PAM parental
Cn1nnnc1SCc1nc2scc(-c3ccc(Cl)cc3)c2c(=O)[nH]1	-13	-7
CCOC(=O)C1=C(COC(=O)/C=C/c2ccc(OC)cc2OC)NC(=O)NC1C (stereo unspecified)	·	-1
CN1CCC(Oc2ccccc2Sc2ccccc2)CC1	10	3
O=C(C(Cc1ccccc1)N1C(=O)C2C3C=CC(C3)C2C1=O)N1CCCCC1 (stereo unspecified)	-7	15
